# PPC-1+TRAIL kill: PPC-1 cancer cell killing with TRAIL present | cell killing (% activity), % at 4 µM | AID 1443 | 220,000 tested, 0.41% active | PPC-1 cells + TRAIL, ATPLite viability luminescence;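 active means cell killing above 50% in the first pass at 4 µM, then a duplicate retest at 5 µM averaging 50% or more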;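 further: plate controls were cells with TRAIL plus DMSO for no effect and medium-only wells lacking cells for full effect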
# NPY-Y1 PAM-ag: potentiates or activates human NPY-Y1 receptor | 220,000 tested, 0.37% active | NPY-Y1 expressing cells, potentiator/agonist activation | P25929 | activation, % at 3.6 µM; in the data active means activation above about 33%, passing the limit was not always enough;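 further: cells stimulated with NPY at EC10 then isoproterenol at EC100; 0% = low agonist plus stimulus and 100% = saturating agonist plus stimulus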
# Target sequence (P25929 whole entry, looked up): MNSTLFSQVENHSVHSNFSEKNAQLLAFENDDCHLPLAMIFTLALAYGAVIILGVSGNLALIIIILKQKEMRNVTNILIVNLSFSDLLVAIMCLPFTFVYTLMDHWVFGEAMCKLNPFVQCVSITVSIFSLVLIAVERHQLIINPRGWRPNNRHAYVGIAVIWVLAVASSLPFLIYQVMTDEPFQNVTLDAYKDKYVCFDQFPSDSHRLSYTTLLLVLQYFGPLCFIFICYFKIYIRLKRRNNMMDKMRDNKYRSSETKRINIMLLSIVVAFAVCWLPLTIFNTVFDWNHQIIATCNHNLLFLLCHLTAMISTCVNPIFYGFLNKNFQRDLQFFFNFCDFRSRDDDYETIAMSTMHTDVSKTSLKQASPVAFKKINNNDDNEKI
# EP2 modulator: modulators of human EP2 prostaglandin E2 receptor; P43116; EP2-expressing cells, cAMP HTRF FRET, PGE2 co-stimulation; induction, % at 25 µM; 260,000 tested, 0.83% active; AID 940;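 active means compounds whose cAMP rise, as percent of the full-agonist control response, exceeds 60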;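 further: rat C6 glioma line stably carrying human EP2 under a CMV promoter; the protocol text gives 20 µM as final concentration; 100% = response of wells given 1 µM PGE2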
# Target sequence (P43116 whole entry, looked up): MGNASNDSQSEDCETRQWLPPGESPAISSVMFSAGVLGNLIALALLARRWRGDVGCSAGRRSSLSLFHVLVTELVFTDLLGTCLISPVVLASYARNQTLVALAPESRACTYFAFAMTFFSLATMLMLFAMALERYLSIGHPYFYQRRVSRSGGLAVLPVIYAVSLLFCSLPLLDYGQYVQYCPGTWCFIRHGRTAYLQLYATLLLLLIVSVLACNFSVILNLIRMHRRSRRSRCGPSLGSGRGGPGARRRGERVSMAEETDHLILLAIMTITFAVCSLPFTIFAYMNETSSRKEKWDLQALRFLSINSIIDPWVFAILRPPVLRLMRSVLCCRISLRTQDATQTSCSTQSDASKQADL
# PGE2 EP2 inh: EP2 receptor (human) inhibition; 260,000 tested, 0.52% active; C6 glioma cells expressing human EP2, cAMP TR-FRET; cells stimulated with saturating PGE2; inhibition, % at 25 µM; P43116;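 active means percent inhibition above 40 after rounding to a whole number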;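 further: rat C6 glioma host cells with rolipram phosphodiesterase inhibitor present; the protocol text gives 20 µM as final concentration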
# NPY Y1 blocker: blocks the human neuropeptide Y Y1 receptor; inhibition, % at 3.6 µM; HEK293-CNG Y1 cells, membrane potential fluorescence; NPY at EC95, then isoproterenol; P25929; 200,000 tested, 1% active; AID 1040;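 active means inhibition above the campaign mean inhibition of all tested compounds plus 3 SD, cut at about 20% in these data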;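 further: 0% = DMSO wells given NPY plus isoproterenol and 100% = isoproterenol alone without NPY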
#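 Assay system: HEK293 cells with Y1 receptor plus CNG channel | Probe or stimulus: NPY (25 nM), isoproterenol (1 µM), Ro 20-1724 (25 µM) | Timing: Compound incubation 1 h at room temperature, readout 45 min post-stimulation | Measured by: Membrane-potential fluorescent dye readout | Benchmarks: High control isoproterenol alone, low control NPY with isoproterenol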
# 14-3-3 Bad PPI: disrupts binding of bovine 14-3-3 zeta to phospho-Bad peptide; TR-FRET 14-3-3zeta/Dy647-pBad peptide displacement, 1 h; inhibition, % at 21.7 µM; 220,000 tested, 0.71% active;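 active means inhibition above about 70%, limit read from the data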;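 further: 0% = full 14-3-3 plus peptide FRET controls and 100% = background without 14-3-3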
# Target sequence (P63103 whole entry, looked up): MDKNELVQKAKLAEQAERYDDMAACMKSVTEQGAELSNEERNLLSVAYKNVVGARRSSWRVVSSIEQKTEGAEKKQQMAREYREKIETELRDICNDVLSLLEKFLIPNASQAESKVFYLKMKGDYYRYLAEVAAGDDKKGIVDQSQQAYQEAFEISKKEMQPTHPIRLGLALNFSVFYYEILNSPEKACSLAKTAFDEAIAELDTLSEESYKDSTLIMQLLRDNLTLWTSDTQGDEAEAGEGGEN
# TRPML3 ag: activates the human TRPML3 channel; AID 1448; 220,000 tested, 0.29% active; HEK293 TRPML3-YFP, Fluo-8 calcium fluorescence; 100% = the carbachol control signal; Q8TDD5; activation, % at 3 µM;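 active means activation above its plate's cutoff, the mean activation of the plate's test wells plus 3 SD, cut at about 12% in these data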;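 further: 0% = DMSO only wells and 100% = carbachol wells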
#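 system = HEK293 cells stably carrying human TRPML3-YFP | doses = one concentration, 3 µM nominal, 0.3% DMSO | timing = dye loading 1 h 37 °C then 30 min ambient, 125 s read | detection = Fluo-8 calcium dye fluorescence, ex 470-495, em 515-575 nm | benchmarks = high control carbachol 87 µM, low control DMSO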
# zfTRPN1 agonist: activates the zebrafish TRPN1 channel; AID 1424; 220,000 tested, 0.18% active; HEK293 zebrafish TRPN1-YFP, Fluo-8 calcium fluorescence; 100% = response to 87 µM carbachol; activation, % at 3 µM;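 active means activation above its plate's cutoff, the mean activation of test wells on that plate plus 3 SD, cut at about 19% in these data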;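 further: 0% = DMSO alone and 100% = 87 µM carbachol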
#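 System: zebrafish TRPN1-YFP in HEK293 cells / Dosing: 3 µM single point / Timing: dye loading 1 h at 37 °C, then 30 min room temperature / Signal: Fluo-8 calcium fluorescence, excitation 470-495 nm, emission 515-575 nm / Read-out basis: percent activation from peak over basal fluorescence ratio, control-normalized / Control set: high carbachol 87 µM, low DMSO alone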
# CHOP inhibitor: CHOP inhibition in unfolded protein response | 220,000 tested, 3.8% active | inhibition, % at 10 µM | CHO-K1 CHOP-promoter luciferase, tunicamycin-induced, 15-18 h;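 active means compounds that reduced the stress-induced luciferase reporter signal by more than about 70% of percent inhibition, limit read from the data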;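 further: 0% = tunicamycin plus vehicle and 100% = wells without tunicamycin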
# Active calls of the source: *; / = no result given; & = joins results of further samples; [ ] = remark or other dose.
SMILES,PPC-1+TRAIL kill,NPY-Y1 PAM-ag,EP2 modulator,PGE2 EP2 inh,NPY Y1 blocker,14-3-3 Bad PPI,TRPML3 ag,zfTRPN1 agonist,CHOP inhibitor
CCc1c(C)[nH]c2ccc(C)cc2c1=O,12.2,-22.9,1.4,12.8,1.9,4.1,1.7,1.2,11.3
CCO[C@H]1OC(C(=O)N2CCCCCCC2)=C[C@@H](c2ccc(C(F)(F)F)cc2)[C@@H]1CCCO,-9.4,-20.3,54.1,/,10.6,-5.3,1.1,-1.1,-7.4
CCOc1ccc(C(=O)CCNC(Cc2cnc[nH]2)C(=O)O)cc1 (configuration not stated),-3.3,-1.3,14.6,-5.6,-0.2,13.4,0.5,1.0,5.2
COC(=O)c1c(NC(=S)NN2CCOCC2)sc2c1CCCC2,15.6,4.5,46.5,4.2,2.6,2.1,0.5,-0.1,22.6
CCOC(=O)C1CCN(S(=O)(=O)c2ccc(NC(C)=O)c(Cl)c2)CC1,-2.0,9.0,-14.6,9.7,/,-12.4,1.1,2.8,0.2
COc1ccccc1NC(CC(=O)c1ccccc1)C(=O)OCC(=O)c1ccc(C)c(C)c1 (configuration not stated),28.7,-34.1,26.6,8.0,1.6,4.8,0.7,-0.1,2.7
Cc1cc(=O)n(-c2ccc(C(=O)O)cc2)[nH]1,15.1,0.0,29.1,14.6,5.6,-14.4,-0.4,0.2,-4.4
CC1CN(C(=O)c2cccc(C(=O)N3CC(C)OC(C)C3)c2)CC(C)O1 (configuration not stated),13.5,-2.1,3.6,/,1.9,1.9,0.0,2.5,3.2
CC(=O)Nc1ccc(NC(=O)CN(C)CC(=O)Nc2ccccc2Br)cc1,25.9,2.3,-5.6,3.6,0.2,-17.0,1.0,1.5,6.9
O=S(=O)(/N=C(/Nc1ccccn1)c1ccc(Cl)cc1)c1ccc(Cl)cc1,10.4,-2.7,57.7,6.5,-1.3,-1.0[fluorescence artefact?],0.5,1.5,8.7
CCOC(=O)c1c(NC(=O)c2cccnc2)sc(C)c1C,15.0,0.2,52.4,13.4,3.9,1.9,-0.2,0.0,31.4
CCCCN(CCCC)CCNC(=O)Cc1nc2c(c(=O)[nH]c(=O)n2C)n1C,14.3,-7.1,7.5,7.4,1.1,-0.9,0.5,-0.1,7.9
Cc1ccc(NC(=S)N2CCCC(c3nc4ccc(C)cc4[nH]3)C2)c(C)c1 (configuration not stated),21.8,10.2,-37.7,-2.6,-3.9,-11.4,-0.3,-0.5,21.5
CC1CCCCN1CC(O)COCCC12CC3CC(CC(C3)C1)C2 (configuration not stated),6.2,-9.3,-58.3,6.6,17.5,-2.0,1.2,6.1,4.9
CC(=O)N1CC=CC1(CC(C)C)C(=O)NCc1cc(F)cc(C(F)(F)F)c1 (configuration not stated),18.7,-12.3,10.0,3.6,-1.1,11.2,0.5,0.6,9.3
COc1ccc(NC(=O)CN2CCN(C(=S)NC3CCCC3)CC2)cc1,-7.0,-3.2,-15.7,6.7,/,-2.2,1.0,1.1,-4.7
Cc1cc(=O)n(C2CCS(=O)(=O)C2)[nH]1 (configuration not stated),-1.1,3.8,2.3&17.7,8.2&10.7,4.8,-4.9,0.4,0.3,-14.3
COc1nc(N/N=C/c2ccc(-c3cccc([N+](=O)[O-])c3)o2)nc(N2CCOCC2)n1,7.6,-23.9,-6.6,8.8,-1.9,73.8*[fluorescence artefact?],0.4,0.8,70.8*
COc1cc(CCC(=O)OCC(=O)Nc2ncc(Cl)cc2Cl)cc(OC)c1OC,-11.3,-8.1,33.1,11.2,-3.0,10.5,0.2,-0.4,1.7
Cc1cc(C)nc(NS(=O)(=O)c2ccc(NC(=O)c3ccco3)cc2)n1,3.7,10.9,28.4,13.9,-3.8,3.4,1.1,0.4,-0.3
COc1ccc(-c2cc(C(=O)O)sc2C)cc1,/,-18.5,18.1,2.7,8.1,5.7,0.8,1.4,-9.1
Cc1cc(Nc2cccc(F)c2)n2nc(C)nc2n1,10.9,16.1,11.1,7.5,2.2,-1.4,0.6,-0.4,7.8
Cc1cc2nnc(SCC(=O)NCC3CCCO3)n2c2ccccc12 (configuration not stated),14.2,6.9,-8.5,-1.8,0.3,-6.0,0.0,-1.2,3.7
CC(C)OP(=O)(OC(C)C)C(O)c1cccc([N+](=O)[O-])c1 (configuration not stated),-10.4,-4.3,-11.6,6.2,/,0.2,0.6,-0.3,-8.4
CCOC(=O)N1CCN(c2cc(=O)n(-c3cccc(Br)c3)c(=O)[nH]2)CC1,-15.0,-0.7,9.0,16.4,0.4,0.5,1.1,0.0,50.0
# The results go on:
SMILES,PPC-1+TRAIL kill,NPY-Y1 PAM-ag,EP2 modulator,PGE2 EP2 inh,NPY Y1 blocker,14-3-3 Bad PPI,TRPML3 ag,zfTRPN1 agonist,CHOP inhibitor
CC(=O)OC1CC(c2cc(C(C)(C)C)c(O)c(C(C)(C)C)c2)=NO1 (configuration not stated),8.7,22.0,36.1,12.8,/,2.0,-0.5,-1.9,21.2
C/C(CC(=O)N1CCCC1)=N\NC(=O)c1cc2ccccc2cc1O,26.8,-7.2,3.9,10.0,/,-12.7,0.1,-0.5,-2.8
CCOCCc1nnc(NC(=O)c2cccc(F)c2)s1,0.1,-1.4,14.0,4.3,2.5,-2.3[fluorescence artefact?],-0.7,-0.1,12.0
Cc1cccc(NC(=O)c2ccccc2OCC(=O)c2ccccc2)c1,14.2,-23.5,7.1,10.5,4.1,11.6,1.0,0.9,-18.9
CCOc1cccc(C(=O)Nc2cccc(C(=O)NC(C)(C)C)c2)c1,8.5,10.8,33.8,7.8,0.0,0.3[fluorescence artefact?],-0.1,0.2,14.1
Cc1ccc(-c2cc(-c3ccc4c(c3)OCO4)c(C#N)c(N)n2)o1,4.1,-7.3,11.4,9.9,2.5,0.4,0.8,0.1,-0.2
Cn1c(SCC(=O)NCc2ccc3c(c2)OCO3)nnc1C1COc2ccccc2O1 (configuration not stated),16.8,-4.3,16.6,6.4,7.7,6.6,0.2,-0.2,16.4
O=C(Nc1cccc(NC(=O)c2ccc(-c3cccc(Br)c3)o2)c1)c1ccco1,25.2,-20.8,-30.1,30.4,10.2,5.0,-0.6,-0.4,14.0
CCC(NC(=O)c1ccccc1NC(=O)c1ccccc1)C(=O)NNC(=O)c1cccnc1 (configuration not stated),8.2,-7.3,-8.8,16.3,/,-1.4,-0.3,-0.5,5.6
C=CCSc1nc(C)c2cc(C)cc(C)c2n1,-18.0,-47.1,58.2,9.4,6.9,3.5,0.1,-1.4,95.9*
CCc1ccc(C(=O)OCC(=O)NCC(F)(F)F)cc1,23.0,-16.6,-8.4,2.6,3.1,-2.6,1.0,0.8,2.5
O=C(CSc1nc2ccccc2c(=O)n1NC(=O)Cc1ccccc1)NCc1ccco1,5.9,6.5,-13.0,14.2,1.8,8.2,-0.3,1.0,-3.9
CCOC(=O)CC1COc2ccccc2N1C(=O)c1ccc(F)cc1 (configuration not stated),7.9,-9.3,45.7,7.1,2.0,-16.0,-0.9,-0.2,22.2
O=C(CCCN1C(=O)c2ccccc2C1=O)Nc1ccccc1C(=O)N1CCOCC1,8.5,5.1,17.4,7.5,-0.3,2.2,0.3,0.3,23.2
CCOC(=O)CNc1c(-c2ccc(Cl)cc2)nc2cnccn12,-8.8,-7.0,-30.8,/,0.2,0.2,-0.1,1.0,10.7
O=C1N=C(N2CCN(c3ccccc3)CC2)S/C1=C\c1cn[nH]c1-c1ccccc1,-8.6,-27.0,-32.2,9.2,1.3,-23.4[fluorescence artefact?],0.6,1.1,20.5
COc1ccc(CN2CC(=O)N(c3ccc(C)cc3)C2=S)cc1OC,3.9,3.1,20.8,5.3,-1.0,-5.0,0.1,2.6,18.4
CC(C)NC(=S)N1CCN(S(=O)(=O)c2cccc(C(F)(F)F)c2)CC1,-9.5,22.1,-12.8,5.6,-0.5,13.5,1.2,3.5,13.2
COC(=O)c1cc2occc2n1Cc1cccc(C)c1,9.7,-16.7,76.5*,3.3,-2.6,-2.1,-0.1,-1.2,34.5
C=CCn1c(SCC(=O)c2c(N)n(C)c(=O)n(C)c2=O)nc2sc(C)c(C)c2c1=O,9.7,28.3,20.2,6.6,1.6,39.1[fluorescence artefact?],0.9,0.7,30.7
CN(c1ccccc1C(=O)Nc1cccnc1)S(C)(=O)=O,25.9,-15.8,28.0,0.7,-5.3,-1.6,-0.5,1.9,31.2
O=C(CCCc1ccccc1)NCc1ccc(F)cc1,3.4,6.9,2.6,6.9,-0.2,-18.4,-0.5,-0.8,-20.3
Cn1c(=O)n(C)c2cc(/C=N/NC(N)=S)ccc21,19.3,-2.7,11.1,4.5,-1.3,-7.8,0.8,0.5,10.1
COc1ccc(C2NC(=S)NC(O)(C(F)(F)F)C2C(=O)c2cccs2)cc1 (configuration not stated),-2.4,9.9,11.0,4.2,-1.1,-20.6,0.7,-0.9,10.8
Cc1ccccc1N(CC(=O)NC(C)(C)C)C(=O)CS(=O)CC(=O)Nc1ccc2c(c1)OCO2 (configuration not stated),/,-6.1,-9.6,11.9,-1.2,-7.8,0.3,-2.7,7.2
COc1c(C(=O)NNC(=O)c2ccccc2)csc1Br,7.2,-2.4,-21.8,4.3,/,0.8,0.8,0.7,-26.6
COc1cccc(-n2c(SCC(=O)NCCC3=CCCCC3)nc3n[nH]c(C)c3c2=N)c1,14.9,-4.5,15.0,37.3,4.1,-2.3,-0.6,-1.9,21.0
O=C(CNC(=O)c1ccc(Br)cc1)NCC(=O)OCc1ccc(Cl)cc1,-10.4,15.6,13.0,6.2,-4.0,-0.6,0.0,0.3,14.6
O=C(O)c1ccc(CSc2nnc(SCc3ccccc3)s2)cc1,8.7,9.6,46.0,14.4,-4.3,-2.2[fluorescence artefact?],0.3,0.4,28.3
CCOC1CCCCC1NS(=O)(=O)c1ccc(Cl)cc1 (configuration not stated),9.6,10.7,27.4,6.5,21.4*,-2.7,1.9,-1.2,-17.0

# Four entries picked at random from the list so far, as already listed:
SMILES,PPC-1+TRAIL kill,NPY-Y1 PAM-ag,EP2 modulator,PGE2 EP2 inh,NPY Y1 blocker,14-3-3 Bad PPI,TRPML3 ag,zfTRPN1 agonist,CHOP inhibitor
CC(C)NC(=S)N1CCN(S(=O)(=O)c2cccc(C(F)(F)F)c2)CC1,-9.5,22.1,-12.8,5.6,-0.5,13.5,1.2,3.5,13.2
CCOC1CCCCC1NS(=O)(=O)c1ccc(Cl)cc1 (configuration not stated),9.6,10.7,27.4,6.5,21.4*,-2.7,1.9,-1.2,-17.0
Cc1ccc(-c2cc(-c3ccc4c(c3)OCO4)c(C#N)c(N)n2)o1,4.1,-7.3,11.4,9.9,2.5,0.4,0.8,0.1,-0.2
CCOCCc1nnc(NC(=O)c2cccc(F)c2)s1,0.1,-1.4,14.0,4.3,2.5,-2.3[fluorescence artefact?],-0.7,-0.1,12.0

# Screens deposited in PubChem BioAssay by several laboratories.

# This is a subset, so the mix of outcomes need not match the whole.
